# From PubChem
# AGP1-GFP MLPCN = alters AGP1-GFP fluorescence in TOR pathway yeast screen | S. cerevisiae AGP1-GFP multiplex flow cytometry, 3 h; GFP as percent of DMSO wells | GFP response vs DMSO, % at 10 µM | 0.02% of 320,000 active | AID 2066;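 active = GFP response relative to DMSO above a set limit, near screen average plus 3 SD, cut at about 150% in these data; inconclusive = fewer than 70 cells counted for the yeast strain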;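 also: median GFP channel fluorescence of the gated AGP1 strain per well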
# Yeast superoxide = yeast age-related superoxide inhibition as caloric restriction mimetic; 0.18% of 330,000 active; AID 2690; S. cerevisiae aged cells, superoxide DHE fluorescence; hits give low values; superoxide response (% of plate mean), % at 10 µM;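 active = superoxide response under a set limit, about three screen SD below normal, cut at about 65% in these data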;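 also: yeast aged for seven days with compound at 30 °C before DHE staining; 100% = average MFI of all compound-treated wells on the plate with controls excluded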
# CIT2-GFP yeast = alters CIT2-GFP fluorescence in TOR pathway yeast screen; S. cerevisiae CIT2-GFP strain, flow cytometry, 3 h; 100 means same as DMSO wells; 0.065% of 320,000 active; GFP response vs DMSO, % at 10 µM; AID 2029;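 active = GFP response relative to DMSO above a set limit, near the screen mean plus 3 SD, cut at about 150% in these data; inconclusive = Fewer than 70 cells measured for a yeast strain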;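 also: ratio of well median GFP fluorescence to mean of DMSO wells on the plate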
# AHR activator = activates the human aryl hydrocarbon receptor. P35869. AHR-responsive luciferase reporter cells, luminescence. activation, % at 5 µM. 2.5% of 320,000 active; in the data active = activation above about 47%;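 also: 0% = vehicle wells and 100% = reference agonist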
# Target sequence (P35869 whole entry, looked up): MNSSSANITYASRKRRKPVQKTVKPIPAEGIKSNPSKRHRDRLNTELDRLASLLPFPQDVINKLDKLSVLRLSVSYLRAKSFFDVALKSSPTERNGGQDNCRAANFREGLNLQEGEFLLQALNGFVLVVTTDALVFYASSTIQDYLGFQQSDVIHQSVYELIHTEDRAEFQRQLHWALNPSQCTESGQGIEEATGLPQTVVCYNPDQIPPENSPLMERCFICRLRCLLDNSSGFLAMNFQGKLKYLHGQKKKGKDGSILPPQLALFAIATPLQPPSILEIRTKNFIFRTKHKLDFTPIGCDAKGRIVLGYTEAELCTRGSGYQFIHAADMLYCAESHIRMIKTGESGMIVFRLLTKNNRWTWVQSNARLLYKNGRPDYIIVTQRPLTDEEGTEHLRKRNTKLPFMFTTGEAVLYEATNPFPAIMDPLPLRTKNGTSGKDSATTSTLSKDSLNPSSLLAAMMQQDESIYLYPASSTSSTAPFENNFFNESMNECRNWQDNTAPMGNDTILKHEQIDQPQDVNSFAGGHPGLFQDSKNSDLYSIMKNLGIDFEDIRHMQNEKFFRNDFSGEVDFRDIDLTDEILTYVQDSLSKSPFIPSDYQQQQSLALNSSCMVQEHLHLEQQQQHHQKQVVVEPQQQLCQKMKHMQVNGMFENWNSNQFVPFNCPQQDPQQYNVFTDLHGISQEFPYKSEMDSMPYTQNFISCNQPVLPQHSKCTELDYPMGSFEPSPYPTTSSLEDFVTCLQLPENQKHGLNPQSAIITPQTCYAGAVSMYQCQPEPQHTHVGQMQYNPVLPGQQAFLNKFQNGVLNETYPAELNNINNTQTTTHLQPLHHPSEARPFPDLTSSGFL
# Efflux pump inh = inhibitors of Candida antifungal efflux pumps expressed in yeast; S. cerevisiae Candida pump triplex, Nile Red efflux; inhibition, % at 10 µM; 0.44% of 330,000 active; AID 485275;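 active = plate passing quality check with inhibition over a set limit, or well fluorescence over plate mean plus 4 SD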;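 also: Nile Red retained in pooled yeast measured as flow cytometry median fluorescence; 0% = buffer negative control and 100% = Enniatin B positive control; higher means more Nile Red kept so more efflux inhibition; some compounds called inactive have numbers as strong as hits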
# LAP4-GFP MLPCN = modulators of TOR pathway LAP4-GFP in S. cerevisiae. S. cerevisiae LAP4-GFP multiplex, flow cytometry GFP, 3 h; median GFP as percent of DMSO wells. GFP response vs DMSO, % at 10 µM. 0.34% of 320,000 active. AID 2023;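 active = GFP response vs DMSO above a set limit, about the screen mean plus 3 SD, cut at about 150% in these data; inconclusive = under 70 cell events counted for the yeast strain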
# RPL19A TOR yeast = modulators of TOR pathway RPL19A-GFP in S. cerevisiae | AID 2025 | 0.3% of 330,000 active | percent response vs DMSO, % at 10 µM | S. cerevisiae RPL19A-GFP strain, flow cytometry, 3 h; hits give low values;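 active = percent response vs DMSO below 50%; inconclusive = fewer than 70 events counted for the yeast strain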;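 also: median channel GFP fluorescence of the barcoded RPL19A-GFP strain; ratio of sample median GFP to plate DMSO average so 100% = DMSO; lower means less RPL19A-GFP as with rapamycin TOR inhibition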
# MEP2 TOR yeast = alters MEP2-GFP fluorescence in TOR pathway yeast screen. S. cerevisiae MEP2-GFP strain, flow cytometry GFP, 3 h; 100% = DMSO control level. GFP response vs DMSO, % at 10 µM. 0.51% of 330,000 active;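 active = GFP response versus DMSO above a set limit, roughly screen mean plus 3 SD, cut at about 180% in these data; inconclusive = fewer than 70 cells counted for a yeast strain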;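 also: median GFP fluorescence of the barcode-gated MEP2-GFP cells per well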
# An asterisk follows results filed as active; ? = inconclusive; nt = no result given; [ ] = remark or other dose.
# Values run as follows: AGP1-GFP MLPCN	Yeast superoxide	CIT2-GFP yeast	AHR activator	Efflux pump inh	LAP4-GFP MLPCN	RPL19A TOR yeast	MEP2 TOR yeast
CCOc1ccc(C(C(=O)NC2CCCC2)N(Cc2ccccc2)C(=O)c2nsc(Cl)c2Cl)cc1 (stereo not drawn)
 : 95	121	95	1	0.3	105	99	95
Fc1cccc(-c2cc3nc4c(c(NCc5ccco5)n3n2)CCCC4)c1
 : 89	91	84	9	-0.2	129	103	99
COc1ccccc1CCNC(=O)c1ccoc1C
 : 104	97	102	40	-0.1	104	98	104
O=C(OCc1cccc([N+](=O)[O-])c1)c1cccnc1Cl
 : 94	104	82	2	-0.7	107	104	110
Cc1ccoc1C(=O)N1CCCC(CCC(=O)N2CCN(c3ccccn3)CC2)C1 (stereo not drawn)
 : 107	102	100	2	-0.1	111	104	111
CC(C)[C@@H](NC(=O)C1CCC(CNC(=O)[C@H](Cc2ccccc2)NC(=O)OC(C)(C)C)CC1)C(=O)O (stereo partly drawn)
 : 94	101	96	nt	-0.3	88	101	100
O=Cc1nc(-c2ccc(Cl)cc2)n2ccccc12
 : 104	98	97	0	-0.1	103	110	106
CN(C(=O)c1cc(COc2ccc(F)c(F)c2)on1)C1CCOC1 (stereo not drawn)
 : 81	87	116	2	0.1	?	94	95
COc1ccc(-c2nnc(-c3ccc(F)cc3)o2)cc1
 : 92	106	89	3	0.0	94	97	102
O=c1cc(-c2ccc(O)c(O)c2)oc2cc(O)c(C3OC(CO)C(O)C(O)C3O)c(O)c12 (stereo not drawn)
 : 97	126	96	0	0.1	101	99	102
CCN(CC)CCOC(=O)/C=C/c1ccccc1
 : 113	103	105	-6	0.1	105	94	96
c1ccc2c(c1)OCCc1c-2[nH]c2ccccc12
 : 103	101	98	13	-0.2	97	100	111
O=C(NCc1cccc(F)c1)c1cccc2c1C(=O)c1ccc(N3CCOCC3)cc1S2(=O)=O
 : 90	110	97	8	0.3	81	92	91
COc1ccccc1CNC(=O)C(=O)NCC1OCCCN1S(=O)(=O)c1ccc(F)cc1C (stereo not drawn)
 : 95	89	87	9	0.1	83	97	84
Cc1onc(-c2c(Cl)cccc2Cl)c1NC(=O)NNc1ccccn1
 : 102	115	98	0	0.0	106	97	95
O=C(CNC(=O)C12CC3CC(CC(C3)C1)C2)N/N=C\c1ccccn1
 : 96	96	92	4	0.1	92	94	99
CN=C1S/C(=C\c2cccn2-c2cccc(Br)c2)C(=O)N1C
 : 102	108	86	11	0.2	101	101	103
CC(C)(C)NC(=O)C(Cc1ccccc1)N1C(=O)c2ccccc2C1=O (stereo not drawn)
 : 96	100	100	-2	0.0	93	99	110
CC(NS(=O)(=O)/C=C/c1ccccc1)c1ccccc1 (stereo not drawn)
 : 103	88	94	0	0.1	102	98	91
O=C1C=CC(=O)N1c1ccc(I)cc1Cl
 : 103	103	99	1	0.1	99	97	100
COC(=O)c1ccc(NC(=O)CSc2nccn2CCc2ccccc2)cc1
 : 95	94	99	-1	0.0	111	96	102
Cc1noc(C)c1CSCC(=O)N(C)CC(=O)Nc1ccc(Cl)cc1
 : 108	92	102	0	0.6	106	103	107
O=S(=O)(c1cccc(-c2csc(-c3cccnc3)n2)c1)N1CCOCC1
 : 99	99	91	44	0.0	97	96	100
COc1ccc(NS(=O)(=O)c2ccc(NC(=O)C3CC3)cc2)cc1
 : 99	80	108	-3	0.1	84	100	95
C#CCOCCOCCOCCNc1nc(N2CCN(C(=O)CCCCCCCCCCNC(=O)[C@H](CCCCN)n3cc(C[C@@H](C)CC)nn3)CC2)nc(N2CCN(C(=O)CCCCCCCCCCNC(=O)[C@H](CCCCN)n3cc(C[C@@H](C)CC)nn3)CC2)n1
 : 92	94	87	-3	0.2	216*	69	105
Cc1ccc(-c2ccccc2[C@@H]2C[C@H]3CN(C)C(=O)[C@]34CCCN24)o1
 : 94	94	nt	5	0.0	96	87	95
COc1ccc(NC(=O)CSc2nnc3ccc(-c4ccccn4)nn23)c(OC)c1
 : 114	107	87	0	-0.1	106	99	99
Cc1ccnc(NC(=O)c2cccc(S(=O)(=O)N3CCCC3)c2)c1
 : ?	94	87	15	0.4	?	68	91
CCOc1ccc(N(CC(=O)Nc2ccc(C)c(F)c2)C2=NC3CS(=O)(=O)CC3S2)cc1 (stereo not drawn)
 : 108	108	100	0	0.1	106	103	100
CCOC(=O)C1=C(c2ccccc2)N=C2SCC(=O)N2C1c1ccc(O)c(OC)c1 (stereo not drawn)
 : 102	105	99	1	0.1	98	102	103
O=C1CC(NS(=O)(=O)c2ccccc2)CN1c1ccc2c(c1)OCCO2 (stereo not drawn)
 : 101	102	99	2	-0.3	103	99	104
CN(C)CCN1C(=O)C2C(C(=O)Nc3cc(Cl)cc(Cl)c3)C3C=CC2(O3)C1C(=O)NC1CCCCC1 (stereo not drawn)
 : 103	111	114	1	-0.1	100	104	107
CCN(CC(=O)Nc1c(F)cccc1F)C(=O)CSCC(=O)Nc1cc(C)on1
 : 109	100	113	0	0.0	107	106	108
CCN(CC(=O)Nc1ccc(NC(C)=O)cc1)C(=O)c1cc(C)on1
 : 102	105	101	3	0.0	109	98	94
COc1ccc(C(=O)Nc2ccc(/C(C)=N/NC(=O)c3ccccc3O)cc2)cc1OC
 : 96	98	92	7	-0.1	84	104	87
Cc1c(C(=O)NCCCN2CCCC2=O)oc2c(Cl)cccc12
 : 104	107	92	4	-0.1	102	101	102
O=C(N/N=C/C=C/c1ccccc1)c1cccnc1
 : 95	108	97	30	0.0	100	102	106
COc1ccc(C(=O)NNC(=O)c2ccc(S(=O)(=O)N3CCOCC3)cc2)cc1
 : 100	88	105	-2	-0.1	104	100	118
O=C(CCC(=O)Nc1ccc(Cl)cc1Cl)N/N=C/c1ccc([N+](=O)[O-])o1
 : 99	118	89	4	0.2	105	94	95
COc1ccc(C2NC(=O)c3sc4nc(C)c(C(C)=O)c(-c5ccc(Cl)cc5)c4c3N2)cc1 (stereo not drawn)
 : 32[may fluoresce violet]	94	?	1	-0.2	97[may fluoresce violet]	30*[may fluoresce violet]	417*[may fluoresce violet]
COc1cccc(NC(=O)c2cc(=O)c3ccccc3o2)c1
 : 92	82	98	3	-0.1	97	103	102
O=C(NCCCN1CCC(Cc2ccccc2)CC1)C1CCC(=O)N1C1CCCC1 (stereo not drawn)
 : 98	102	88	-1	0.2	96	99	97
Cc1ccc(NC(=O)C(c2ccccc2)N(C)C)cc1Cl (stereo not drawn)
 : 95	107	97	2	0.1	99	101	101
C/C(N)=C(/C#N)C(=O)COC(=O)c1cc(-c2ccc(Br)cc2)nc2ccccc12
 : 94	98	83	7	-0.2	100	96	99
Cc1ccc(N2CC(C(=O)Nc3nnc(SCC(=O)N4CCOCC4)s3)CC2=O)cc1 (stereo not drawn)
 : 107	102	102	-2	0.0	112	100	107
CCN1CCN(CCC(=O)Nc2cc(OC)cc(OC)c2)CC1
 : 104	98	105	3	-0.1	93	103	110
O=C(CN(C(=O)c1ccc(Cl)cc1)N1C(=O)C2C3C=CC(C3)C2C1=O)c1cccs1 (stereo not drawn)
 : 99	132	93	3	0.7	102	106	106
CCNC(=O)C(=O)NCC1OCCCN1S(=O)(=O)c1ccc(F)cc1C (stereo not drawn)
 : 97	84	95	4	0.0	90	102	100
CS(=O)(=O)N(CC(=O)NCCC1=CCCCC1)c1cccc([N+](=O)[O-])c1
 : 84	95	88	1	-0.1	88	88	81
CC(C)(C)c1ccc(C(=O)NCCN2CCCC2)cc1
 : 97	110	102	0	-0.1	88	101	103
CCC1=NC(c2ccc(OC)cc2OC)N(O)C1(C)C (stereo not drawn)
 : 112	97	103	-1	0.0	99	102	103
O=C(NCc1cccs1)C(Cc1ccccc1)n1cccc1 (stereo not drawn)
 : 90	106	99	3	-0.1	95	96	94
COc1ccc(C(=O)c2sc(Nc3cccc(OC)c3)c(C(=O)Nc3cccc(C)c3C)c2N)cc1
 : 99	95	95	5	0.1	108	97	102
COc1ccc2cc(-c3ccon3)ccc2c1
 : 86	102	95	0	0.0	118	99	112
S=C(NCc1cccnc1)Nc1ccc(Cl)cc1
 : 96	93	100	0	0.0	100	98	102
COc1cc(NC(=O)c2cccc(S(=O)(=O)N3CCCCC3)c2)cc(OC)c1OC
 : 95	121	85	6	0.2	94	94	95
CC(C)(C)c1ccc(S(=O)(=O)Nc2ccccn2)cc1
 : 102	95	95	-2	-0.1	100	99	108
CCc1ccc(NC(=O)C(C)OC(=O)Cc2cc(OC)c(OC)c(OC)c2)cc1 (stereo not drawn)
 : 98	101	95	1	0.2	100	94	104
COc1ccc(/C=N\NC(=O)/C(=C\Nc2nccc(C)n2)NC(=O)c2ccccc2)cc1
 : 110	98	106	6	-0.3	110	103	109
N#Cc1c(Nc2ccccc2)c(C=O)c[nH]c1=O
 : 104	108	99	1	0.0	100	99	103

# Going on with the list:
# Values run as follows: AGP1-GFP MLPCN	Yeast superoxide	CIT2-GFP yeast	AHR activator	Efflux pump inh	LAP4-GFP MLPCN	RPL19A TOR yeast	MEP2 TOR yeast
O=C(CSc1ccccc1Cl)N1CCC(c2nc3ccccc3s2)CC1
 : 98	102	95	0	0.2	98	97	96
COc1ccccc1NC(=S)NNC(=O)c1cc(C)n(C)n1
 : 110	107	105	1	-0.1	104	106	100
CC1CC1C(=O)N1CCN(S(=O)(=O)c2cc(C(F)(F)F)cc(C(F)(F)F)c2)CC1 (stereo not drawn)
 : 104	109	106	0	-0.2	96	100	102
CC1CCN(c2nc(-c3ccco3)c3c(c2C#N)CC(C)(C)OC3)CC1
 : 67	95	74	-1	0.3	125	98	99
COc1ccc(S(=O)(=O)N(CC(=O)Nc2cc(C)on2)Cc2ccccc2)cc1
 : 90	115	91	3	0.2	100	95	98
N#C/C(=C\c1ccccc1Cl)C(=O)NC(=O)Oc1ccccc1
 : 96	109	97	1	-0.1	98	97	97
Cc1ccc(C)c(N2N=C(C(=O)Nc3ccccc3N3CCOCC3)CCC2=O)c1
 : 113	76	107	0	0.3	112	110	118
CCc1nonc1NC(=O)COc1ccc(Cl)c(C)c1
 : 94	120	97	-2	0.6	105	100	104
Cc1c(NC(=O)/C(C#N)=C/c2ccccc2)c(=O)n(-c2ccccc2)n1C
 : 97	104	92	1	0.0	97	97	93
O=C(C1CCCN(S(=O)(=O)c2cccnc2)C1)N1CCN(c2ccccn2)CC1 (stereo not drawn)
 : 107	108	106	4	-0.5	103	99	109
COc1ccc(CNC(=O)CN(C(=O)c2csnn2)c2cccc3c2CCCC3)cc1
 : 94	111	98	1	0.0	99	95	98
COC(=O)c1cc(NC(=O)C(C)c2ccc(CC(C)C)cc2)ccc1O (stereo not drawn)
 : 103	103	111	12	-0.5	105	100	104
COc1ccccc1NC(=O)CN1CCOCC1
 : 92	101	95	1	0.1	88	106	111
COc1ccccc1OCCSc1nc2ccccc2n1CC(N)=O
 : 98	105	99	2	0.0	96	98	101
CCC(C)Nc1nc(OC)nc(N(C)C#N)n1 (stereo not drawn)
 : 100	105	97	8	0.1	94	103	104
Cc1nn(-c2ccccc2Cl)c2sc(C(=O)Nc3nnc(C4CC4)s3)cc12
 : 104	85	108	6	-0.1	102	100	104
Oc1ccc(Cl)cc1-c1cc(C(F)(F)C(F)F)nc(-c2ccccc2)n1
 : 100	103	nt	-1	0.0	102	109	107
COc1ccccc1NS(=O)(=O)c1cc(NC(=S)NCCN2CCOCC2)ccc1N1CCOCC1
 : 102	99	104	2	0.1	97	106	110
CSc1nc(C)c2c(c1C#N)CCCC2
 : nt	106	87	-1	0.1	97	91	97

# Hits appear at their usual frequency. Share with any hit: about 3.9%.
